# S3 lipid droplet – qHTS Assay for Lipid Storage Modulators in Drosophila S3 Cells. Drosophila S3 cells, BODIPY lipid droplet fluorescence, 18-24 h; cells fed with added oleic acid. Potency in µM for hits, for the others lipid storage change, negative = inhibition, % at the top dose, mostly 46.1 µM. 320,000 tested, 0.64% active; active means well fitted inhibition curve with a large enough effect in the signal ratio, with a control signal flat, not every such curve was filed as active; inconclusive means small, poorly fitted or top-dose-only effect, or effect the other way, or a change in a side signal; the % refers to the signal ratio
#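 Laser-scanning cytometry quantifies lipid droplet accumulation (500–530 nm total intensity; droplet/cell object ratio) in oleic acid-fed (400 uM added) Drosophila S3 cells treated with a concentration series. 20 uM Triacsin C defined 100% inhibition.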
# S3 lipid droplet cell count max – second read-out of S3 lipid droplet, no call of its own (marks repeat the call); cell number change, %; measured here: cell count max response;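 cells counted by Cell Tracker Red CMTPX staining in the red channel; peak over a dose series mostly up to 46.1 µM; percent activity relative to internal control wells on each plate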
# Active calls of the source: *; i = inactive; ? = inconclusive; . = not tested or not shown; [ ] = another dose, or the depositor's remark. On the % scale 0 is the no-effect control and ±100 the full control effect; potency means the concentration at half of the fitted maximal effect. Some of the compounds tested; rates above refer to the full screens.
S3 lipid droplet cell count max | S3 lipid droplet | canonical_smiles
. | ? | C#CCOCCOCCOCCNc1nc(N2CCN(C(=O)[C@H](CCCCN)n3cc(C(N)CO)nn3)CC2)nc(N2CCN(C(=O)[C@H](CCC(=O)O)n3cc(C(N)CC(C)C)nn3)CC2)n1 (stereo partly specified)
. | ? | Cc1ccc(/C=N/Nc2ccc3ccccc3n2)o1
. | ? | O=C(Nc1nc(-c2ccccn2)cs1)c1ccc(F)c(S(=O)(=O)N2CCOCC2)c1
6 | 9% | CCN(CC)c1ccc(NC(=O)c2ccco2)cc1
. | ? | Cc1cccc(C)c1Nc1nnc(SCC(=O)c2ccc(Br)s2)s1
. | ? | COc1ccc(S(=O)(=O)N2CCC(C(=O)N(C)Cc3ccc(C)o3)CC2)cc1OC
0 | 1% | Cc1ccc(C2(c3noc(CN(C)CCO)n3)CCCC2)cc1
. | i | Cc1cc(C)n2nc(SCC(=O)N(C)Cc3ccccc3)nc2n1
. | ? | COc1ccc(S(=O)(=O)NCC(c2ccc(F)cc2)N2CCN(C)CC2)cc1 (stereo unspecified)
. | ? | O=C(c1cc2sccc2n1Cc1ccccc1)N1CCc2ccccc21
. | ? | CCOCC(=O)Nc1ncc(S(=O)(=O)c2ccc([N+](=O)[O-])cc2)s1
-10 | -6% | Cc1ccc(-c2csc3ncnc(-n4cnc5ccccc54)c23)cc1
-23 | i | O=C(O)CCNC(=O)/C(=C\C=C\c1ccccc1)NC(=O)c1ccccc1
. | ? | COCc1cc(CN2CCN(C)CC2)c(O)c2ncccc12
-11 | -5% | Nc1nc2ccccc2n1C(=O)c1ccccc1
-18 | -2% | Cc1ccccc1-c1ncc(CN2CCC(CO)(CCCc3ccccc3)CC2)cn1
. | ? | COC(=O)C(Cc1ccccc1)NC(=O)CNC(=O)c1ccc(Br)o1 (stereo unspecified)
. | ? | O=C(Cc1ccc(Cl)cc1)Nc1ccncc1
. | ? | CC(C)(C)C(=O)c1sc(Nc2ccccc2)nc1N
. | ? | CCN(CC)CCN1C(=O)C(=O)/C(=C(/O)c2ccc(S(=O)(=O)N3CCOCC3)cc2)C1c1ccc(Cl)cc1 (stereo unspecified)
. | ? | COC(=O)c1ccncc1C(=O)Nc1ccc(F)cc1
. | ? | CCOC(=O)N1CCN(C(=O)c2ccc3c(c2)NC(=O)/C(=C\c2ccc(OC)c(OC)c2)S3)CC1
. | ? | O=C(CCCOc1ccccc1)NCc1ccco1
. | ? | CC(C)(C)C(=O)N1NC(=Nc2ccccc2)SC1(C)C
. | ? | CS(=O)(=O)Nc1ccc(C(=O)Nc2ccccc2C(=O)N2CCCC2)cc1
. | ? | COc1ccc([N+](=O)[O-])cc1N(CC(=O)Nc1ccccc1C(=O)N1CCOCC1)S(C)(=O)=O
. | ? | O=C(Nc1nc2nccc(-c3ccccc3)n2n1)c1ccc(F)cc1
. | ? | CC(C)=C(NC(=O)c1ccccc1)C(=O)NCCc1nc2ccccc2[nH]1
. | ? | Cc1ccc2cc(CN(c3cccc(C)c3C)S(=O)(=O)c3ccccc3)c(=O)[nH]c2c1
-10 | 0% | CC(Oc1ccccc1F)c1ccnc2nc(/N=C/N(C)C)nn12 (stereo unspecified)
. | ? | O=C1C2CCCCC2C(=O)N1c1cccc(OS(=O)(=O)c2ccccc2)c1 (stereo unspecified)
5 | 3% | CCC(=O)c1c[nH]c(C(=O)NCc2ccccc2OC)c1
. | ? | Cc1cc(C2C(C#N)=C(N)SC(N)=C2C#N)c(C)s1
. | ? | O=C(NCCCN=C1NS(=O)(=O)c2ccccc21)c1ccncc1
. | ? | CCn1c(SCC(=O)N/N=C/c2ccc(C)o2)nnc1-c1ccccc1
-11 | i | CCN1CCc2c(sc(NC(=O)COc3ccccc3)c2C(=O)OC)C1
. | ? | CCc1nnc(NS(=O)(=O)c2ccc(NC(=S)NC(=O)c3ccc(F)cc3)cc2)s1
. | ? | CCc1ccc(OCC(=O)O/N=C(\N)Cc2ccc([N+](=O)[O-])cc2)cc1
12 | -6% | O=C(Nc1nc2ccccc2s1)c1ccc2c(c1)S(=O)(=O)c1ccccc1C2=O
. | ? | CCCCN(C(=O)c1ccco1)c1c(N)n(CCC)c(=O)[nH]c1=O
8 | 13% | COc1ccc(OC)c(NC(=O)C2CC(/C=C/c3ccccc3)=NO2)c1 (stereo unspecified)
. | ? | O/N=C(\c1ccc(Cl)cc1)c1ncc(C(F)(F)F)cc1Cl
. | ? | CNC(=O)c1c(NC(=O)CCS(=O)(=O)c2ccc(C)cc2)sc(C)c1C
6 | -9% | CC(C)C(=O)NNC(=O)CC(=O)Nc1ccccc1C(=O)O
. | ? | CCN1C(=O)/C(=C\N2CCN(c3ccc(F)cc3)CC2)SC1=S
. | -27%[0.0737 µM] | O=C(C1CC(=O)N(c2ccc3c(c2)OCCO3)C1)N1CCN(c2cccc(C(F)(F)F)c2)CC1 (stereo unspecified)
1 | -24% | N/C(=N\OC(=O)C12CC3CC(CC(C3)C1)C2)c1cccnc1
1 | 26% | Cc1cccc(CN2CCN(C(=O)c3ccccc3F)CC2)c1
4 | -14% | OCC1(CCc2ccccc2)CCN(Cc2cc(Cl)ccc2O)CC1
. | ? | Cc1oc2c(CN3CCCC(C)C3)c(O)ccc2c(=O)c1-c1ccccc1 (stereo unspecified)

# Four compounds already listed, sorted by the value under S3 lipid droplet, smallest number first:
Compound,S3 lipid droplet cell count max,S3 lipid droplet
N/C(=N\OC(=O)C12CC3CC(CC(C3)C1)C2)c1cccnc1,1,-24%
OCC1(CCc2ccccc2)CCN(Cc2cc(Cl)ccc2O)CC1,4,-14%
O=C(Nc1nc2ccccc2s1)c1ccc2c(c1)S(=O)(=O)c1ccccc1C2=O,12,-6%
Cc1cccc(CN2CCN(C(=O)c3ccccc3F)CC2)c1,1,26%

# Some of these compounds in order of heavy-atom count, largest number first.
S3 lipid droplet cell count max | S3 lipid droplet | canonical_smiles
. | ? | O=C1C2CCCCC2C(=O)N1c1cccc(OS(=O)(=O)c2ccccc2)c1 (stereo unspecified)
. | ? | CNC(=O)c1c(NC(=O)CCS(=O)(=O)c2ccc(C)cc2)sc(C)c1C
-10 | 0% | CC(Oc1ccccc1F)c1ccnc2nc(/N=C/N(C)C)nn12 (stereo unspecified)
. | ? | CCN1C(=O)/C(=C\N2CCN(c3ccc(F)cc3)CC2)SC1=S

# Next part:
S3 lipid droplet cell count max | S3 lipid droplet | canonical_smiles
. | ? | COc1cc(OC)cc(C(=O)N[C@H](C(=O)OCC(=O)NC(=O)NC(C)(C)C)C(C)C)c1
. | ? | Cc1cccc(N(C)C(=O)c2cc3cc4ccc(C)cc4nc3o2)c1
. | ? | COc1ccc(C(CC(=O)Nc2ccc(C)cn2)N2Cc3ccccc3C2=O)cc1 (stereo unspecified)
15 | -3% | COC(=O)c1nnn(CC(=O)Nc2cccc(Cl)c2C)c1C(=O)OC
0 | 8% | O=C(Nc1nnc(SCC(=O)N2CCCCC2)s1)c1cccs1
-11 | -1% | S=C(Nc1cccc(Br)c1)N1CCn2cccc2C1c1cccnc1 (stereo unspecified)
-1 | i | Cc1ccc(OCC(=O)N/N=C/c2cccnc2)cc1C
. | ? | CC(=O)N1c2ccc(S(=O)(=O)NCCC(=O)NCCc3ccc(Cl)cc3)cc2CC1C (stereo unspecified)
. | ? | Cc1cccc(/C=N/NC(=O)c2cccc(NC(=O)c3ccccc3)c2)n1
. | ? | Cn1c(=O)c2c(nc(NCCCO)n2Cc2cccc(C(F)(F)F)c2)n(C)c1=O
. | ? | Cc1oc(-c2ccccc2F)nc1CS(=O)(=O)CC(=O)NCCCN1CCN(C)CC1
. | ? | C=CCSC1=NN2CCS(=O)(=O)N=C2S1
. | -9% | CC(=O)Oc1c2occc2cc2ccc(=O)oc12
. | ? | COc1ccc(Br)cc1Cn1nnc(C(=O)Nc2ccc3c(c2)OCCO3)c1N
. | ? | O=C(CNC(=O)c1cccs1)N/N=C/c1c[nH]c2ccccc12
. | ? | COc1ccc(CNc2ncnc3cc(Cl)ccc23)cc1
-6 | 7% | COC(=O)CSc1nc2sc(C)c(C)c2c(=O)n1C
. | ? | CCC(C(=O)NC1CCCC1)N(C(=O)c1snc(C(N)=O)c1N)c1ccc(C)cc1C (stereo unspecified)
. | ? | CNC(=O)CN(c1ccc(Oc2ccccc2)cc1)S(=O)(=O)c1ccc(C)cc1
. | ? | Cc1ccc(Cl)cc1Nc1nc(-c2sc(NC(=O)c3ccccc3)nc2C)cs1
10 | 5% | C=CCO/N=C(/C)c1c(O)c(CC)c(-c2ccccc2)n(-c2ccccc2)c1=O
-13 | -5% | Nc1nc(CN2CCN(Cc3ccccc3)CC2)nc(Nc2ccccc2)n1
. | -1% | O=C(Nc1nc(-c2cccs2)c(C(=O)C(F)(F)F)s1)c1ccccc1
-10 | -12% | O=c1c2oc3ccccc3c2[nH]c(=S)n1-c1ccc(F)cc1
0 | 11% | CCOc1cc2[nH]c(=O)n(CCc3ccc(OC)c(OC)c3)c(=O)c2cc1OCC

# A second format for 4 compounds above.
SMILES: COC(=O)CSc1nc2sc(C)c(C)c2c(=O)n1C
  S3 lipid droplet cell count max = -6	S3 lipid droplet = 7%
SMILES: CCC(C(=O)NC1CCCC1)N(C(=O)c1snc(C(N)=O)c1N)c1ccc(C)cc1C (stereo unspecified)
  S3 lipid droplet cell count max = .	S3 lipid droplet = ?
SMILES: CNC(=O)CN(c1ccc(Oc2ccccc2)cc1)S(=O)(=O)c1ccc(C)cc1
  S3 lipid droplet cell count max = .	S3 lipid droplet = ?
SMILES: Cc1ccc(Cl)cc1Nc1nc(-c2sc(NC(=O)c3ccccc3)nc2C)cs1
  S3 lipid droplet cell count max = .	S3 lipid droplet = ?

# Additional entries.
S3 lipid droplet cell count max | S3 lipid droplet | canonical_smiles
. | ? | Cc1ccc(C2(C)NC(=O)N(CC(=O)Nc3ccc4[nH]c(=O)[nH]c4c3)C2=O)cc1 (stereo unspecified)
2 | -2% | CCOc1ccc(CN2CCN(Cc3nc4c(s3)CCCC4)CC2CCO)cc1 (stereo unspecified)
. | ? | Cc1cccc(-c2nnc(SCC(=O)Nc3cc(C)on3)n2C)c1
. | ? | CN(C)CCCN(C(=O)CCOc1ccccc1)c1nc2c(F)cccc2s1
20 | 6% | COc1ccccc1/C=N/NC(=O)Cn1cnc([N+](=O)[O-])n1
-12 | -20% | Cc1cccc(C(=O)NC(=S)NNC(=O)COc2ccc(Cl)cc2)c1
. | ? | O=C(NCCCN1CCCC1=O)c1ccc2c(c1)NC(=O)C(N1CCOCC1)S2 (stereo unspecified)
-11 | i | Cn1cnc(C(=O)N2CCN(C(=O)OC(C)(C)C)CC2)c1C(=O)N1CCN(C(=O)OC(C)(C)C)CC1
. | ? | O=C(CNC(=O)c1ccccc1)N/N=C/c1ccc([N+](=O)[O-])o1
. | i | CCOC(=O)c1cc2c(ccn2C)n1Cc1ccccc1C
10 | 18% | CC(OC(=O)CCc1nc2ccccc2c(=O)[nH]1)C(=O)c1ccc(Br)cc1 (stereo unspecified)
. | ? | c1ccc(Nc2cc(-c3ccccc3)nc3ncnn23)cc1
. | ? | CSc1ccccc1NC(=O)CN(C)C(C)C(=O)NC(=O)NC1CCCCC1 (stereo unspecified)
. | ? | CC(O)Cn1nc([N+](=O)[O-])nc1N (stereo unspecified)
. | ? | CCOc1ccc(/C=N/NC(=O)c2cc(-c3ccccc3)nc3ccccc23)cc1O
. | ? | COc1ccc(NC(=O)c2ccc3c(SCC(=O)O)c4c(nc3c2)CCCC4)cc1Cl
-30 | -21% | O=C1C(Cl)=C(Nc2ccccc2)C(=O)c2ccccc21
. | ? | COCCNC(=O)CN(C(=O)CCC(=O)Nc1ccccn1)c1ccccc1OC
. | ? | Cc1ccc(S(=O)(=O)N2CCN(C(=O)c3ccc4nc[nH]c4c3)CC2)cc1
. | i | COc1ccccc1N1CCN(C(=O)CCn2c(=O)[nH]c3ccccc3c2=O)CC1
13 | 0% | O=C(c1ccc(C(=O)N2CCN(c3ccccc3F)CC2)nc1)N1CCN(c2ccccc2F)CC1
. | ? | Cc1cccc(NC(=S)N(CCc2nc3cc(C)c(C)cc3[nH]2)Cc2cccnc2)c1
10 | -2% | Cn1c(OCc2ccc3c(c2)OCO3)nc2c1c(=O)n(Cc1ccc(Cl)c(Cl)c1)c(=O)n2C
. | ? | COc1cccc(CN2CCNC(=O)C2CC(=O)N(C)CC2CCOCC2)c1 (stereo unspecified)
5.9* | 6.5µM* | COc1cccc(NC2=NC3(CCCCC3)N=C(N)N2)c1
-5 | 24% | COC(=O)CSc1nc(N2CCCCC2)c2c(c1C#N)CCCC2
11 | -1% | O=C(N/N=C/c1ccc(N2CCOCC2)cc1)c1ccncc1
. | ? | C=CCn1c(SCC(=O)c2ccc(Br)cc2)nnc1C(C)NC(=O)Cc1ccc(OC)cc1 (stereo unspecified)
. | ? | COc1cc(/C=N\NC(=O)c2ccc(Cn3cc(Br)c([N+](=O)[O-])n3)o2)cc(OC)c1O
. | ? | CC(C)NC(=O)c1cc(-c2ccc3c(c2)OCO3)on1
4 | 25% | C#CCSc1nnc(-c2sc3ccccc3c2Cl)o1
. | ? | CCC(C)(C(=O)NC1CCCCC1)N(C(=O)CC1NC(=O)NC1=O)c1c(C)n(C)n(-c2ccccc2)c1=O (stereo unspecified)
1 | 14% | COC(=O)c1cc(NC(=O)C23CCC(C)(C(=O)O2)C3(C)C)cc(C(=O)OC)c1 (stereo unspecified)
. | ? | COCCCNC(=O)/C(C#N)=C/c1ccc(OCC(=O)O)c(OC)c1
. | ? | Cc1cccn2c(=O)c(C=O)c(N3CCN(c4ccccc4)CC3)nc12
. | ? | Cc1noc(C(=O)NCc2ccccc2)c1Cl
. | ? | CCCNC(=O)c1cccc(Cn2nc(C)c(Br)c2C)c1
. | ? | O=C(Cn1cccn1)c1ccccc1
. | ? | NC(=O)CN1CCCN(S(=O)(=O)c2ccc(Br)cc2)CC1

# Screening results from PubChem BioAssay.
